BioA inh: inhibitors of Mycobacterium tuberculosis BioA enzyme; inhibition, % at 9.99 µM; purified M. tuberculosis BioA enzyme, plate reader; 0.096% of 360,000 active; AID 602481; in the data active = inhibition above about 40%
An asterisk follows results filed as active. This is a subset (hit frequency here may not be typical).

SMILES | BioA inh
COc1ccc(NC(=O)N(C)C[C@@H]2Oc3ncc(/C=C/c4ccccc4)cc3C(=O)N([C@H](C)CO)C[C@@H]2C)cc1 | 2.3
C[C@@H]1CCCCO[C@@H](CN(C)C(=O)Nc2ccc(C(F)(F)F)cc2)[C@@H](C)CN([C@H](C)CO)C(=O)c2cc(NC(=O)CCC(F)(F)F)ccc2O1 | 3.7
O=C(C[C@H]1C=C[C@H](NC(=O)Cc2ccccn2)[C@@H](CO)O1)NCCCN1CCOCC1 | -0.3
COCC(=O)N(C)C[C@@H]1Oc2ncc(-c3ccccc3F)cc2C(=O)N([C@H](C)CO)C[C@@H]1C | 0.6
C[C@@H]1CN([C@@H](C)CO)C(=O)c2cc(NS(=O)(=O)c3ccc(F)cc3)ccc2O[C@@H]1CN(C)S(=O)(=O)c1ccccc1 | 0.9
Cc1noc(C)c1S(=O)(=O)Nc1ccc2c(c1)C(=O)N([C@@H](C)CO)C[C@@H](C)[C@@H](CN(C)C(=O)CCC(F)(F)F)OCCCC[C@H](C)O2 | -2.0
Cc1ccccc1-c1cnc2c(c1)C(=O)N([C@@H](C)CO)C[C@H](C)[C@@H](CN(C)Cc1ccncc1)O2 | 3.4
COC(=O)C[C@@H]1CC[C@H]2[C@H](COc3ccc(NC(=O)c4cc(F)cc(F)c4)cc3C(=O)N2C)O1 | -1.6

2 compounds drawn at random from the list so far, as already listed:
SMILES | BioA inh
C[C@@H]1CN([C@@H](C)CO)C(=O)c2cc(NS(=O)(=O)c3ccc(F)cc3)ccc2O[C@@H]1CN(C)S(=O)(=O)c1ccccc1 | 0.9
O=C(C[C@H]1C=C[C@H](NC(=O)Cc2ccccn2)[C@@H](CO)O1)NCCCN1CCOCC1 | -0.3

Additional structures follow.
SMILES | BioA inh
C[C@@H]1CN([C@H](C)CO)C(=O)c2cc(NC(=O)CCC(F)(F)F)ccc2O[C@H]1CN(C)Cc1ccccc1 | 1.6
COCC(=O)N1C[C@H](C)[C@@H](OC)CN(C)C(=O)c2cc(NC(=O)c3ccccc3)ccc2OC[C@@H]1C | -5.9
CCN(C[C@H]1[C@H](c2ccccc2)[C@@H](CO)N1CC1CC1)C(=O)c1cccc(F)c1 | 1.6
COc1ccc(S(=O)(=O)N(C)C[C@@H]2Oc3c(NC(=O)Nc4ccc5c(c4)OCO5)cccc3C(=O)N([C@@H](C)CO)C[C@H]2C)cc1 | -1.1
C[C@@H]1CN([C@@H](C)CO)C(=O)c2cc(C#CC3CC3)cnc2O[C@@H]1CN(C)Cc1ccccc1C(=O)O | -0.4
COc1ccc(NC(=O)N(C)C[C@@H]2Oc3ccc(NS(=O)(=O)c4ccc(OC)cc4)cc3C(=O)N([C@H](C)CO)C[C@H]2C)cc1 | -2.1
C[C@H](CO)N1C[C@H](C)[C@H](CN(C)C(=O)Nc2ccc(F)cc2)Oc2ccc(NS(=O)(=O)c3ccc(Cl)cc3)cc2CC1=O | 0.6
C[C@H](CO)N1C[C@H](C)[C@H](CN(C)Cc2ccc(Cl)c(Cl)c2)Oc2ccc(NC(=O)Cn3cnnn3)cc2CC1=O | 8.0

New compounds follow:
SMILES | BioA inh
C[C@H]1CN([C@@H](C)CO)C(=O)c2cc(NC(=O)Nc3cccc4ccccc34)ccc2O[C@H]1CN(C)Cc1ccc2c(c1)OCO2 | 0.2
O=C(CC(F)(F)F)N1C[C@@H]2[C@H](c3ccccc31)[C@@H](CO)N2C(=O)C1CCCC1 | 6.2
CCNC(=O)[C@@H]1[C@@H](CO)[C@@H]2Cn3c(ccc(-c4ccc(F)cc4)c3=O)[C@H]1N2C(C)=O | 0.7
O=C(Nc1ccccc1)N1CCCCN2[C@H](CO)[C@@H](c3ccc(C#Cc4ccccn4)cc3)[C@H]2C1 | -0.1
O=C([C@H]1[C@H](CO)[C@H]2Cn3c(ccc(C4=CCCC4)c3=O)[C@@H]1N2C(=O)c1cccnc1)N1CCOCC1 | 0.9
O=C(NCC[C@@H]1CC[C@@H](NS(=O)(=O)Cc2ccccc2)[C@@H](CO)O1)C1CCOCC1 | -0.9
CN(C)Cc1cn(CC[C@@H]2CC[C@H](NC(=O)Nc3ccc4c(c3)OCO4)[C@@H](CO)O2)nn1 | -2.1
C[C@@H]1CN([C@H](C)CO)S(=O)(=O)c2ccc(C3=CCCC3)cc2O[C@@H]1CN(C)Cc1ccncc1 | 3.3

A section of the results above, as a working copy:
SMILES | BioA inh
C[C@H]1CN([C@@H](C)CO)C(=O)c2cc(NC(=O)Nc3cccc4ccccc34)ccc2O[C@H]1CN(C)Cc1ccc2c(c1)OCO2 | 0.2
O=C(CC(F)(F)F)N1C[C@@H]2[C@H](c3ccccc31)[C@@H](CO)N2C(=O)C1CCCC1 | 6.2
CCNC(=O)[C@@H]1[C@@H](CO)[C@@H]2Cn3c(ccc(-c4ccc(F)cc4)c3=O)[C@H]1N2C(C)=O | 0.7
O=C(Nc1ccccc1)N1CCCCN2[C@H](CO)[C@@H](c3ccc(C#Cc4ccccn4)cc3)[C@H]2C1 | -0.1
O=C([C@H]1[C@H](CO)[C@H]2Cn3c(ccc(C4=CCCC4)c3=O)[C@@H]1N2C(=O)c1cccnc1)N1CCOCC1 | 0.9

Next section
SMILES | BioA inh
COc1ccc(NC(=O)Nc2ccc3c(c2)CC(=O)N([C@H](C)CO)C[C@H](C)[C@@H](CN(C)Cc2ccc(C(F)(F)F)cc2)O3)cc1 | -4.0
C[C@@H]1CN([C@@H](C)CO)C(=O)CCCn2cc(nn2)CO[C@@H]1CN(C)Cc1ccc(O)cc1 | 0.1
C[C@@H]1CN([C@@H](C)CO)C(=O)c2cc(NC(=O)CCC(F)(F)F)ccc2O[C@H]1CN(C)CC1CCCCC1 | -0.4
C[C@H](CO)N1C[C@H](C)[C@H](CN(C)CC2CCOCC2)Oc2ncc(C3=CCCCC3)cc2C1=O | -1.3
C[C@H]1CN([C@@H](C)CO)C(=O)c2cccc(NC(=O)Nc3ccc(F)cc3)c2O[C@H]1CN(C)C | 1.1
C[C@@H]1CN([C@@H](C)CO)C(=O)Cc2cc(NC(=O)Cn3cnnn3)ccc2O[C@H]1CN(C)C(=O)Nc1ccc2c(c1)OCO2 | -2.1
CC(C)NC(=O)Nc1ccc2c(c1)C(=O)N([C@@H](C)CO)C[C@H](C)[C@H](CN(C)Cc1ccc(Cl)c(Cl)c1)O2 | -0.9
OC[C@@H]1[C@@H]2c3ccccc3NC[C@@H]2N1CC1CCCCC1 | -1.8

Additional entries:
SMILES | BioA inh
CNC(=O)C[C@@H]1CC[C@H]2[C@H](COc3ccc(NC(=O)C(C)C)cc3C(=O)N2C)O1 | 2.8
C[C@@H]1CCCCO[C@@H](CN(C)C(=O)C2CCCCC2)[C@H](C)CN([C@H](C)CO)C(=O)c2cc(NS(=O)(=O)c3cn(C)cn3)ccc2O1 | -1.1
C[C@@H]1CCCCO[C@@H](CN(C)S(=O)(=O)c2cccs2)[C@H](C)CN([C@H](C)CO)C(=O)c2cc(NC(=O)NC3CCCCC3)ccc2O1 | -4.5
CN(C)CC(=O)N[C@@H]1C=C[C@@H](CC(=O)NCCN2CCCCC2)O[C@H]1CO | -0.5
CO[C@H]1CC[C@@H]2CCN(C)C(=O)[C@H](C)[C@@H](OC)CN(C)C(=O)c3cccc(C#N)c3OC[C@H]1O2 | 1.5
CCS(=O)(=O)Nc1ccc2c(c1)C(=O)N(C)[C@@H]1CC[C@H](CC(=O)NC3CCCCC3)O[C@H]1CO2 | -1.2
C[C@@H]1CCCCO[C@@H](CN(C)CC2CCCCC2)[C@H](C)CN([C@@H](C)CO)C(=O)c2cc(NC(=O)Nc3ccccc3)ccc2O1 | 0.6
Cc1ccc(S(=O)(=O)N(C)C[C@H]2OCCCC[C@H](C)Oc3ccc(NC(=O)NC(C)C)cc3C(=O)N([C@@H](C)CO)C[C@@H]2C)cc1 | -1.2

The listing continues:
SMILES | BioA inh
COc1ccc(CN(C)C[C@H]2OCCCC[C@@H](C)Oc3ccc(NC(=O)CCC(F)(F)F)cc3C(=O)N([C@@H](C)CO)C[C@H]2C)cc1 | 0.7
O=C(c1cccnc1)N1C[C@H]2[C@@H](c3ccccc31)[C@@H](CO)N2C(=O)Nc1cccc(F)c1 | 4.9
COc1ccc(NC(=O)Nc2ccc3c(c2)CC(=O)N([C@@H](C)CO)C[C@H](C)[C@H](CN(C)C(=O)Nc2c(C)noc2C)O3)cc1 | -2.8
CCCNC(=O)C[C@H]1CC[C@H]2[C@H](COc3ccc(NC(=O)c4cccs4)cc3C(=O)N2C)O1 | 0.3
COC(=O)C[C@@H]1CC[C@H]2[C@H](COc3ccc(NC(=O)c4ccccc4OC)cc3C(=O)N2C)O1 | 2.3
CO[C@@H]1CN(C)C(=O)c2ccc(NS(C)(=O)=O)cc2OC[C@H](C)N(C(=O)C2CCOCC2)C[C@@H]1C | -4.5
C[C@H]1CN([C@@H](C)CO)C(=O)Cc2cc(NC(=O)Cn3cnnn3)ccc2O[C@H]1CN(C)Cc1ccc(C(F)(F)F)cc1 | 1.5
C[C@H]1CN([C@@H](C)CO)C(=O)Cc2cc(NC(=O)c3ccncc3)ccc2O[C@@H]1CN(C)C(=O)NC1CCCCC1 | -1.3

Later entries
SMILES | BioA inh
CC(C)NC(=O)Nc1cccc2c1O[C@H](CN(C)Cc1ccncc1)[C@H](C)CN([C@@H](C)CO)C2=O | -4.0
C[C@H]1CN([C@@H](C)CO)C(=O)CCCn2nncc2CO[C@@H]1CN(C)C(=O)Nc1ccc(C(F)(F)F)cc1 | 1.9
O=C(c1ccncc1)N1C[C@@H]2[C@H](c3ccccc31)[C@H](CO)N2C(=O)Nc1cccc(F)c1 | 3.9
C[C@@H]1CCCCO[C@H](CN(C)C(=O)Cc2ccccc2)[C@H](C)CN([C@@H](C)CO)C(=O)c2cc(NC(=O)c3ccccc3)ccc2O1 | -2.9
C[C@@H]1CCCCO[C@@H](CN(C)C(=O)Nc2cccc3ccccc23)[C@H](C)CN([C@@H](C)CO)C(=O)c2cc(NS(=O)(=O)c3ccccc3)ccc2O1 | -2.1
O=C(C[C@@H]1C[C@H]2c3cc(NC(=O)C4CCOCC4)ccc3O[C@H]2[C@@H](CO)O1)NCc1ccccc1 | -0.5
Cc1noc(C)c1NC(=O)N(C)C[C@@H]1Oc2ccc(NS(=O)(=O)c3ccccc3)cc2C(=O)N([C@@H](C)CO)C[C@H]1C | 1.3
N#C[C@@H]1[C@H](c2ccc(-c3ccccc3F)cc2)[C@H](CO)N1C(=O)C1CCOCC1 | -0.8

Other results
SMILES | BioA inh
CCC(=O)N1[C@H](CN(C)C(C)=O)[C@@H](c2ccc(C3=CCCCC3)cc2)[C@@H]1CO | -1.3
C[C@H](CO)N1C[C@H](C)[C@H](CN(C)C(=O)Nc2ccccc2)Oc2ccc(NC(=O)Nc3ccccc3)cc2CC1=O | -2.8
Cc1ccc(S(=O)(=O)Nc2ccc3c(c2)C(=O)N([C@@H](C)CO)C[C@H](C)[C@H](CN(C)C(=O)c2ccccc2)OCCCC[C@@H](C)O3)cc1 | 0.9
C[C@H](CO)N1C[C@H](C)[C@H](CN(C)S(C)(=O)=O)Oc2ncc(C3=CCCC3)cc2C1=O | 0.5
O=C(c1ccccc1)N1CC[C@H]2[C@H](CO)Nc3ccc(-c4ccc(F)cc4)cc3[C@H]21 | -4.4
C[C@H](CO)N1C[C@H](C)[C@H](CN(C)C)Oc2ccc(NC(=O)Cc3cn(C)c4ccccc34)cc2CC1=O | -1.0
C[C@H]1CN([C@@H](C)CO)C(=O)c2cc(NS(C)(=O)=O)ccc2O[C@H]1CN(C)S(=O)(=O)c1ccc(Cl)cc1 | -0.1
O=C(C[C@H]1CC[C@H](NC(=O)c2ccc(F)cc2)[C@@H](CO)O1)NCCc1ccccc1 | -0.8

Later entries
SMILES | BioA inh
CNC(=O)C[C@H]1CC[C@H]2[C@H](COc3ccc(NC(=O)C4CC4)cc3C(=O)N2C)O1 | -1.4
COc1ccc(S(=O)(=O)Nc2ccc3c(c2)C(=O)N([C@H](C)CO)C[C@H](C)[C@H](CN(C)C(=O)NC(C)C)O3)cc1 | -1.8
CN(C)CC#Cc1ccc([C@@H]2[C@@H](CO)N3CCCCN(C(=O)Nc4ccc(F)cc4)C[C@H]23)cc1 | 5.6
COc1ccc(CN(C)C[C@H]2OCCCC[C@H](C)Oc3ccc(NS(=O)(=O)c4ccc(C)cc4)cc3C(=O)N([C@H](C)CO)C[C@H]2C)cc1 | 4.1
CC(=O)N(C)C[C@H]1[C@H](c2ccccc2)[C@@H](CO)N1C(=O)C1CC1 | 5.4
CCCNC(=O)N(C)C[C@@H]1Oc2ncc(-c3ccc(C(=O)N(C)C)cc3)cc2C(=O)N([C@H](C)CO)C[C@@H]1C | -4.3
CCCNC(=O)[C@H]1[C@H](CO)[C@H]2Cn3c(cccc3=O)[C@@H]1N2S(=O)(=O)c1ccccc1F | -0.2
C[C@H](CO)N1C[C@H](C)[C@@H](CN(C)Cc2ccc(C(=O)O)cc2)Oc2c(NC(=O)Nc3ccccc3)cccc2C1=O | 0.4

The list goes on:
SMILES | BioA inh
CO[C@H]1CN(C)C(=O)c2cc(NC(=O)c3nc4ccccc4s3)ccc2OC[C@@H](C)N(Cc2cncnc2)C[C@H]1C | 0.1
CCCC#Cc1ccc2c(c1)O[C@H](CN(C)C(=O)NC(C)C)[C@@H](C)CN([C@@H](C)CO)S2(=O)=O | -0.4
CO[C@H]1CN(C)C(=O)c2cc(NC(=O)Nc3cccc(F)c3)ccc2OC[C@@H](C)N(C(=O)Nc2c(C)noc2C)C[C@H]1C | 9.6
C[C@@H]1CN([C@H](C)CO)C(=O)c2cc(NS(=O)(=O)c3ccc(Cl)cc3)ccc2O[C@@H]1CN(C)Cc1ccncc1 | -1.3
CN1C(=O)c2cc(NS(=O)(=O)c3cccc(F)c3)ccc2OC[C@H]2O[C@H](CC(=O)NCCN3CCCCC3)CC[C@H]21 | 1.2
C[C@H](CO)N1C[C@H](C)[C@H](CN(C)C(=O)Nc2ccc3c(c2)OCO3)OCCCC[C@H](C)Oc2ccc(NC(=O)Nc3cccc4ccccc34)cc2C1=O | -2.4
CO[C@H]1CN(C)C(=O)c2ccc(NC(=O)Nc3c(C)noc3C)cc2OC[C@@H](C)NC[C@H]1C | 0.9
C[C@H](CO)N1C[C@H](C)[C@H](CN(C)C(=O)NC2CCCCC2)Oc2ccc(NC(=O)CCCN(C)C)cc2CC1=O | 4.5

Source: PubChem BioAssay
